Source: PubChem BioAssay (The Scripps Research Institute Molecular Screening Center)
pPAFAH inh: pPAFAH (human) enzyme inhibition. actives 1.5% (n = 330,000). inhibition, % at 3.39 µM. Q13093. recombinant pPAFAH, FP-rhodamine probe fluorescence polarization. AID 463082;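 active = inhibition above the mean inhibition across the screen plus 3 SD, cut at about 25% in these data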;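 note: inhibitors block binding of the rhodamine activity-based probe so polarization drops; 0% = enzyme with DMSO and 100% = wells lacking pPAFAH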
PAFAH2 FP inh: inhibitors of human PAFAH2 | inhibition, % at 3.39 µM | AID 492956 | actives 0.99% (n = 340,000) | recombinant PAFAH2, FP-rhodamine activity probe, fluorescence polarization | Q99487;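 active = inhibition above the mean over all tested compounds plus 3 SD, cut at about 30% in these data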;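 note: inhibitors block probe labeling of enzyme so polarization drops; 0% = enzyme with DMSO and 100% = wells lacking PAFAH2 protein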
PAFAH1B3 FP inh: inhibitors of human PAFAH1B3; Q15102; inhibition, % at 3.39 µM; actives 0.28% (n = 340,000); recombinant PAFAH1B3, FP-rhodamine probe, fluorescence polarization;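 active = inhibition above the screen-wide average of all tested compounds plus 3 SD, cut at about 25% in these data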;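 note: 0% = enzyme with DMSO only and 100% = wells lacking PAFAH1B3 protein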
LYPLA1 counter: counter-screen for PME1 inhibitors: inhibitors of human LYPLA1; recombinant LYPLA1, FP-Rh probe fluorescence polarization; inhibition, % at 5.9 µM; actives 0.16% (n = 320,000); AID 2174;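 active = inhibition above the mean of all tested compounds plus 3 SD, set per campaign, cut at about 14% in these data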;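 note: inhibitors block serine hydrolase probe labeling of LYPLA1 so polarization falls; 0% = enzyme with DMSO and 100% = wells lacking LYPLA1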
GSTO1 inh: counter-screen for RBBP9 inhibitors: inhibitors of human GSTO1 | inhibition, % at 5.96 µM | actives 1.1% (n = 300,000) | recombinant GSTO1, activity-based probe fluorescence polarization | P78417 | AID 1974;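 active = inhibition above the campaign mean inhibition plus 3 SD, cut at about 35% in these data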;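 note: 0% = GSTO1-1 with DMSO and 100% = wells lacking GSTO1-1 enzyme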
Target sequence (P78417 whole entry, looked up): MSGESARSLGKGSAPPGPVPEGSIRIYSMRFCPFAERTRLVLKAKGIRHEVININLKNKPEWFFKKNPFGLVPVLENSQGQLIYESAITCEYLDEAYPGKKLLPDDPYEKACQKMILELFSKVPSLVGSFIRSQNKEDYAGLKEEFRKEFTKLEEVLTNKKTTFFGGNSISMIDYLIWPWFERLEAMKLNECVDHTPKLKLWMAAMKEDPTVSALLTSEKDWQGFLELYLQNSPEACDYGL
PAFAH1B2 FP inh: blocks human PAF acetylhydrolase 1b catalytic subunit 2; P68402; AID 492953; recombinant PAFAH1B2, FP-rhodamine activity probe, fluorescence polarization; inhibition, % at 3.39 µM; actives 1.2% (n = 340,000);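 active = inhibition above the mean of all tested compounds plus 3 SD, cut at about 24% in these data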;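 note: 0% = enzyme with DMSO and 100% = wells lacking PAFAH1B2; many of its hits are not listed in these tables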
PREPL inh: inhibits the human prolyl oligopeptidase-like enzyme | Q4J6C6 | recombinant PREPL, fluorescence polarization activity-based probe | inhibition, % at 5.96 µM | actives 0.68% (n = 320,000) | AID 2751; in the data active = inhibition above about 43%;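 note: 0% = enzyme with DMSO and 100% = wells lacking enzyme; many of its hits are not listed in these tables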
PAD4 inh: PAD4 (human) enzyme inhibition; Q9UM07; recombinant PAD4, RCA probe fluorescence polarization; inhibition, % at 6.36 µM; actives 0.41% (n = 330,000); AID 485272;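 active = percent inhibition above a cutoff equal to the mean of all tested compounds plus 3 SD, cut at about 15% in these data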;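 note: 0% = PAD4 with RCA probe and DMSO and 100% = probe without PAD4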
Target sequence (Q9UM07 whole entry, looked up): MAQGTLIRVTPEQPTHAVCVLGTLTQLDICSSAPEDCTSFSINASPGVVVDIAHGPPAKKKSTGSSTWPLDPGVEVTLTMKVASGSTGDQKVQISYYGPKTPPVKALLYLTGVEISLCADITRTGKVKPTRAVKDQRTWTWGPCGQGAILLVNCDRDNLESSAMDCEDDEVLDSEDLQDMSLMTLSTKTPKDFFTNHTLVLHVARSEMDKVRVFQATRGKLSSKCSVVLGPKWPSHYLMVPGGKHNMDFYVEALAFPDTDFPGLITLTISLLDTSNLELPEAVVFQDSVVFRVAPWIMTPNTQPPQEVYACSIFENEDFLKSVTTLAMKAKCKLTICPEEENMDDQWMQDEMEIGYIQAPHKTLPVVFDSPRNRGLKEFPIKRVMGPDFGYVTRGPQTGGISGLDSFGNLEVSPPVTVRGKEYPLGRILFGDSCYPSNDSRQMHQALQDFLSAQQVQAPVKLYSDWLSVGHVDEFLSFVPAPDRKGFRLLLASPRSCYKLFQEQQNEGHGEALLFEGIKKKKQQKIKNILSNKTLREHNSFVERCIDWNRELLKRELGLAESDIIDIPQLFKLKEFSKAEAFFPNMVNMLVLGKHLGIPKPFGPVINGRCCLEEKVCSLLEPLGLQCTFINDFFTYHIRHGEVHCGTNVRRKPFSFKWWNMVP
LYPLA2 inh: LYPLA2 (human) inhibition in PME1 counter-screen; inhibition, % at 5.9 µM; O95372; actives 0.38% (n = 320,000); recombinant LYPLA2, FP-Rh probe fluorescence polarization;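 active = inhibition above the screen-wide mean plus 3 SD, limit set per campaign, cut at about 26% in these data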;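 note: 0% = LYPLA2 with DMSO and 100% = wells lacking LYPLA2 enzyme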
Starred values were filed as active, the others as inactive; . = not tested or not shown. An excerpt; count on the stated rates, not on these rows.

SMILES	GSTO1 inh	PREPL inh	LYPLA1 counter	LYPLA2 inh	pPAFAH inh	PAFAH2 FP inh	PAD4 inh	PAFAH1B2 FP inh	PAFAH1B3 FP inh
C#CCNC(=O)C1=C[C@H](C2CCCCC2)C[C@H](OCCCCO)O1	4	11	3	3	-1	-2	-1	4	10
Cc1ccc(-n2nnnc2-c2ccco2)cc1	7	-1	-1	-2	-1	9	2	14	0
Cc1ccccc1/C=C/C(=O)N1CCOCC1	7	12	0	2	1	0	-3	2	1
CCOC(=O)N1CCC(n2c(SCC(=O)NCCC3=CCCCC3)nc3ccccc3c2=O)CC1	-14	-7	-4	-6	7	5	4	1	10
O=C(C1CCC1)N1CCc2cc(S(=O)(=O)NCc3ccccn3)ccc21	1	0	1	0	-1	5	7	9	9
Cc1cc(OC(=O)c2ccc(F)cc2)c([N+](=O)[O-])c(=O)[nH]1	-1	0	5	6	3	-3	0	1	6
COc1cccc(Nc2ccc(-n3ccnc3)nn2)c1	-5	26	1	1	-1	4	0	1	7
C=CCOc1ccc(/C=C2\C(=N)N3N=C(S(=O)(=O)CC)SC3=NC2=O)cc1OC	-22	1	-6	4	1	3	1	-5	6
N=c1oc2ccccc2cc1C(=O)NCc1ccccc1	-1	3	0	7	-3	3	1	3	-3
COc1cc(OC)c(C2=Nc3ccc(Br)cc3C(c3ccccc3)N2CC(=O)NN)cc1OC (centres undefined)	5	12	-5	-6	3	-5	-5	-4	9
Cc1nc(N2CCOCC2)c2c(C)c(C(=O)Nc3ccc(F)cc3Cl)sc2n1	-7	-3	-2	-6	-4	-4	-6	1	5
Cc1ccc(C)c(NNC(=O)C(=O)NNc2cc(C)ccc2C)c1	0	12	3	1	2	.	-2	.	.
CC(O)(CC(=O)O)CC(=O)O	1	4	-1	4	5	.	1	.	.
O=C(NCc1ccccc1)c1cnc2n(c1=O)CCS2	0	6	0	0	-1	-4	-1	1	4
Nn1c(SCC(=O)Nc2nnc(-c3ccccc3)o2)nnc1C1CC1	2	11	1	6	2	-6	-3	-1	2
CCNC(=O)COC(=O)c1cc(-c2ccccc2)nn1-c1ccccc1	3	-7	-1	1	2	8	-11	8	3
CCN(CC)C(=O)N1CCc2ccccc21	3	15	-2	2	-1	0	2	0	1
CCn1c(/C=C/c2ccc([N+](=O)[O-])o2)nc2ccccc2c1=O	1	-13	-1	0	2	-4	-1	-3	7
O=[N+]([O-])c1ccc(NC(=S)NCC(c2cccnc2)N2CCOCC2)cc1 (centres undefined)	9	10	1	1	6	-3	-1	-1	4
CCc1nn(C(C)C(=O)NCc2cccc(Cl)c2)c(=O)c2cc3occc3n12 (centres undefined)	3	-34	2	0	7	6	1	2	11
CSCCC(NS(=O)(=O)c1cccs1)C(=O)NCc1ccc(C)cc1 (centres undefined)	4	-1	0	4	-4	3	-5	5	-4
COc1ccc(/C=N/NC(=O)c2ccncc2)cc1COc1ccc(NC(C)=O)cc1	-6	-29	-1	-1	3	.	3	.	.
Cn1nc(C(=O)NCc2cccs2)c2ccccc2c1=O	-7	1	-1	-1	2	-2	-5	3	3
COc1cc(OC)cc(C(=O)NNS(=O)(=O)c2ccc(F)cc2)c1	3	8	1	3	3	2	3	0	6
Cc1cc(-c2ccc(C(C)C)c(S(=O)(=O)N3CCC(C)CC3)c2)on1	0	18	-1	-7	1	3	-3	-1	12
O=C(Cc1ccc(Cl)cc1)Nc1cc(Cl)ccn1	6	2	-2	-5	4	-5	-1	11	5
O=C(COC(=O)COc1ccccc1)Nc1ccccc1OC(F)F	6	-1	7	20	13	-1	2	8	9
O=C(NCCS(=O)(=O)N1CCN(c2ccccc2)CC1)C1CC(=O)N(c2ccc(F)cc2)C1 (centres undefined)	4	-3	3	4	1	-3	-3	-2	5
NS(=O)(=O)c1ccc(-n2ncc3c(=O)[nH]c(SCC(=O)Nc4nccs4)nc32)cc1	-10	12	2	2	0	4	-1	8	4
C=CCn1c(SCC(=O)NC2CCS(=O)(=O)C2)nc2sc(CC)cc2c1=O (centres undefined)	-9	14	4	3	3	2	1	2	7
O=C(OCc1ccccn1)c1ccc(COc2ccccc2Cl)o1	-9	-12	-3	-2	4	-1	6	-2	-1
CCOC(=O)N1CCC(N2CCN(Cc3ccc(C)o3)C(CCO)C2)CC1 (centres undefined)	12	4	1	-1	-1	-3	-3	0	4
CCc1ccc(NC(=O)Cn2nnc(C(=O)NCc3cccs3)c2N)cc1	-2	1	-4	2	-4	2	-5	-1	-2
CN(C)CCN(C(=O)c1ccc2ccccc2c1)c1nc2ccc(Br)cc2s1	0	8	1	7	2	-2	0	-1	1
Cc1ccc(-c2nnc(SCC(=O)N/N=C/c3c(C)nn(-c4ccccc4)c3C)n2-c2ccccc2)cc1	1	-17	-4	5	1	-10	-1	2	-2
CC1(C)c2[nH]c3ccccc3c2C[C@H]2C(=O)N(CCCO)CC(=O)N21	-2	-1	-3	3	5	3	-6	-9	-14
Cc1nc2c(=O)oc3ccccc3c2n1-c1ccccc1	4	1	-4	-7	6	-17	6	3	7
COc1ccc(C2CCCN2C(=O)Nc2ccccc2)cc1OC (centres undefined)	6	6	-3	-4	-7	-13	6	-3	10
CCN(Cc1ccccc1)C(c1ccccn1)c1nnnn1C1CCCCC1 (centres undefined)	-3	-1	-1	9	4	11	4	7	8
Cc1cccc(NC(=O)c2ccc(OCc3c(C)noc3C)cc2)n1	.	0	-3	-2	1	-3	-4	-1	7
CC(=O)Nc1ccc(NC(=O)C(C)OC(=O)C23CC4CC(CC(Cl)(C4)C2)C3)cc1 (centres undefined)	.	11	.	.	0	11	0	15	8
CCN1CCN(C(=O)C2CCN(S(=O)(=O)N3CCC4(CC3)OCCO4)CC2)CC1	3	-3	5	5	5	-1	-1	3	5
O=C(CNC(=O)COc1ccccc1)NCc1cccnc1	6	9	2	7	8	-4	4	0	8
CCCCN1C=CC(=C2N=c3cccc([N+](=O)[O-])c3=N2)C=C1	-1	3	0	9	-8	-8	-12	-1	3
CCCCCCCn1c(NC(=O)CC)nc2ccccc21	1	-6	2	3	5	-1	0	6	10
CC(C)Cn1c(O)c(N=NC(=O)c2cccc(S(=O)(=O)N3CCCCC3)c2)c2ccccc21	4	18	-4	1	9	1	-5	4	-2
CCOC(=O)c1c(C)[nH]c(C(=O)OCC(=O)Nc2ccc(Cl)cn2)c1C	.	3	1	0	3	-4	0	-2	3
COc1ccc(CCNC(=O)C(=O)NCC2CCCO2)cc1 (centres undefined)	-3	1	-1	0	5	4	-2	5	3
CCOc1c(Cl)cc(C(=O)Nc2ccccc2C(=O)O)cc1Cl	-76	-2	-6	-5	3	1	0	1	5
CN(C)S(=O)(=O)c1ccc2nnn(O)c2c1	1	0	1	8	6	-6	1	-1	8

(continued)
SMILES	GSTO1 inh	PREPL inh	LYPLA1 counter	LYPLA2 inh	pPAFAH inh	PAFAH2 FP inh	PAD4 inh	PAFAH1B2 FP inh	PAFAH1B3 FP inh
CCN(CC(=O)NCc1ccc(F)cc1)C(=O)CN1CCN(c2ccc(OC)cc2)CC1	3	7	-1	3	2	0	-5	7	-1
CCOC(=O)N1CCC(N(CCOC)C(=O)Nc2ccc(Cl)c(Cl)c2)CC1	-7	-4	-3	-2	9	-8	-2	3	13
O=C(CN(CC1CCCO1)C(=O)CNS(=O)(=O)c1ccccc1)NCc1ccco1 (centres undefined)	10	-7	1	-2	4	-1	-2	1	9
CC1CCCCC1NC(=O)C1CCN(S(=O)(=O)N2CCC3(CC2)OCCO3)CC1 (centres undefined)	10	4	0	6	5	-45	-3	-1	-6
CC1CCCN(C(=O)C2CC(=O)N(c3ccc(Cl)cc3)C2)C1 (centres undefined)	7	8	0	-12	-10	5	5	1	7
CCc1cc(C(=O)OC)c(NC(=O)CC2Nc3cc(C)c(C)cc3NC2=O)s1 (centres undefined)	2	8	-1	4	0	-1	-3	0	12
CCn1c(SCc2nc(-c3ccccc3)no2)nc2ccccc21	4	-23	1	3	3	6	-3	6	4
CC(C)(C)C(=O)NC(CC(=O)O)c1ccccc1 (centres undefined)	5	-3	3	6	2	-5	-5	-1	1
COC(=O)c1c(NC(=O)CSc2ncnc3[nH]ncc23)sc2c1CCC2	19	-6	-3	2	-3	-16	-3	-9	-23
O=C(NC(=S)Nc1ccc(Cc2ccncc2)cc1)c1ccc(F)cc1	4	-8	-2	18	3	4	4	3	6
COc1cccc(CN2CCN(Cc3cccn3-c3cccnc3)CC2CCO)c1 (centres undefined)	5	10	1	-2	3	6	0	-5	-6
CCN(C(C)=O)c1ccc(Oc2nc(OC)cc(OC)n2)cc1	5	11	1	-2	5	-4	-1	-1	8
Cc1cc(SCc2ccccc2)nc(=O)[nH]1	-5	3	4	3	2	-12	-1	1	4
COc1cc(C(=O)Nc2cc(Cl)ccc2C)c(-n2cnnn2)cc1OC	0	0	-6	-8	2	-2	1	1	8
CC(=O)OCc1cc(-c2nn(C)c(=O)c3ccccc23)ccc1C	13	1	-1	16	7	5	-1	5	9
O=C(COC(=O)C1CC(=O)N(Cc2ccccc2)C1)Nc1cccc([N+](=O)[O-])c1 (centres undefined)	.	19	.	.	10	1	5	1	13
CCOc1ccc(C(=O)N2CCN(c3cccc(C)c3C)CC2)cc1	2	5	2	9	9	3	-4	2	3
O=S(=O)(/N=C(/Nc1cccc2ccccc12)c1ccccc1)c1ccccc1	-5	-18	5	3	7	-4	-3	10	1
Cc1ccc(C(=O)N2CCN(S(=O)(=O)c3ccc(C)cc3)CC2)cc1	5	5	1	6	1	3	0	1	13
COc1ccc(-n2c(=O)c(CCC(=O)N(C)Cc3ccccc3C)nc3ccccc32)cc1	-9	6	-11	-24	7	-19	-23	-13	-25
Cc1cccc(Nc2nnc(SCC(=O)Nc3cccc(S(=O)(=O)N4CCCCC4)c3)s2)c1	-17	-4	-20	-17	4	-19	-2	-11	-8
Cc1ccc(NC(=O)C2C3C=CC4(O3)C2C(=O)N(CCCN2CCOCC2)C4C(=O)NC2CCCCC2)cc1Cl (centres undefined)	-6	25	-4	-6	3	-1	-11	3	3
Cc1ccc(OCCCC(=O)Nc2nnc(C3CCCO3)s2)c(C)c1 (centres undefined)	8	2	2	6	6	0	5	1	5
Cc1ccc(S(=O)(=O)NCC(=O)OCC(=O)N2N=C(c3ccc(Cl)cc3)CC2c2ccco2)cc1C (centres undefined)	-4	-69	6	7	14	-9	1	0	-3
CC(CN1CCCCC1)OC(=O)Cc1ccc(Cl)cc1 (centres undefined)	-3	0	-3	-8	1	2	-2	3	1
Cc1ccccc1SCC(=O)NCCCn1ccnc1	-3	3	0	2	2	-9	-4	-4	4
CCCCCCC1CCC(c2nc(-c3ccncc3)no2)CC1 (centres undefined)	-3	10	4	1	2	-4	3	1	5
COc1cccc(-c2cc(C(=O)NC3CCCCC3)no2)c1	-5	8	2	0	2	4	8	1	0
COc1cccc(NC(=O)N(Cc2cc3cc(C)cc(C)c3[nH]c2=O)CC2COCCO2)c1 (centres undefined)	8	16	-3	-7	-5	-2	-5	4	1
